MOR-DOR ag: agonists of human mu-delta opioid receptor heterodimerization; 0.3% of 340,000 active; activation, % at 9.3 µM; P35372+P41143; AID 504326; cells, OPRM1-OPRD1 heterodimerization, luminescence; in the data active = activation above about 18%;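 also: 0% = vehicle-treated cells and 100% = reference agonist; values of inactives mirror those of a sister screen read the other way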
LANA DNA inh: inhibitors of KSHV LANA C-terminal domain DNA binding; MBP-C-LANA/FAM-LBS DNA binding, fluorescence polarization; inhibition, % at 9 µM; 0.078% of 340,000 active; AID 504423;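 active = highest replicate inhibition at or above 60% at 9 µM, even if other replicates fall short; inactive = all replicates below 60% inhibition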;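 also: 0% = neutral control wells and 100% = 4 µM acridine orange control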
V-ATPase pH: regulators of yeast V-ATPase proton transport; response, % at 10 µM; S. cerevisiae, pHLuorin cytosolic pH fluorescence; 0.37% of 350,000 active; AID 504577; in the data active = response mostly above about 7.3%, no sharp cut-off; inactive = mostly below about 5.4%; also: actives read high; inactives centre near 0; some compounds called inactive have numbers as strong as hits; reference of the scale not given here
Pemphigus Ab inh: human desmoglein-3 autoantibody binding inhibition. P32926. 0.48% of 310,000 active. DSG3-coupled beads, scFv-anti-DSG3-GFP binding, flow cytometry; hits give low values. binding (percent of control), % at 10 µM;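 active = binding more than 3 SD below its plate's average and above zero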;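 also: hits lower antibody fragment binding to DSG3; some compounds called inactive have numbers as strong as hits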
MOR-DOR inv ag: mu-delta opioid heterodimer inverse agonism; P35372+P41143; cell-based MOR-DOR heterodimer luminescence; inhibition, % at 9.3 µM; 0.21% of 340,000 active; in the data active = inhibition above about 22%, passing the limit was not always enough;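 also: 0% = cells with DMSO and 100% = wells without cells with DMSO; values of inactives mirror those of a sister screen read the other way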
Cardiac RTF inh: cardiac RTF calcium desensitization. AID 493244. 0.12% of 340,000 active. P19429+P45379. IANBD-labeled cardiac RTF, Ca2+ fluorescence. inhibition, % at 7.15 µM;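 active = inhibition above the mean inhibition of all tested compounds plus 3 SD, cut at about 17% in these data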;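 also: assay run at fixed EC70 calcium of 1.6 mM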
Wnt act: Wnt/beta-catenin pathway activation; Wnt/beta-catenin reporter cell assay, activator, plate reader; activation, % at 9.35 µM; 1.2% of 300,000 active; in the data active = activation above about 30%, passing the limit was not always enough;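 also: 0% = neutral control wells and 100% = positive control wells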
Keap1-Nrf2 PPI: disrupts human Keap1 binding to Nrf2 peptide. Keap1 Kelch-Nrf2 peptide fluorescence polarization, 1536-well. inhibition, % at 9.4 µM. Q14145. AID 504523. 0.15% of 340,000 active; in the data active = inhibition above about 12%;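 also: human Keap1 Kelch domain with fluorescein labeled Nrf2 9mer peptide probe; 0% = neutral control wells and 100% = peptide positive control; higher means more block of Keap1 binding to Nrf2 peptide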
Arr AP2 block: blocks beta-arrestin peptide binding to AP2 adaptin; FITC-arrestin peptide / GST-AP2 beads, flow cytometry; AP2 beta2 appendage carries R879A mutation; inhibition, % at 10 µM; 0.31% of 340,000 active; AID 504490;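 active = inhibition above a set limit, near 3 SD of compounds lacking own fluorescence, cut at about 54% in these data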;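 also: plate controls were DMSO wells for no effect and 5 µM unlabelled arrestin peptide for full effect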
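System: GST-AP2 R879A bound to glutathione beads, E. coli-expressed. Also added: 50 nM FITC-arrestin peptide. Schedule: compound with beads 12 min RT, then probe 1 h RT. Signal: bead flow cytometry, FITC channel. Read-out basis: percent response.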
cardiac RTF act: increases calcium sensitivity of human cardiac regulated thin filaments; P19429+P45379; IANBD-labeled TnC RTF fluorescence at EC20 calcium; 0% EC20 calcium, 100% full calcium; activation, % at 7.2 µM; 0.24% of 340,000 active; AID 493008;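 active = activation above the mean over all tested compounds plus 3 SD, cut at about 30% in these data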;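 also: rise in fluorescence read as greater calcium sensitivity of cardiac thin filaments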
Active calls of the source: *; · = not tested or not shown.

SMILES	MOR-DOR ag	LANA DNA inh	V-ATPase pH	Pemphigus Ab inh	MOR-DOR inv ag	Cardiac RTF inh	Wnt act	Keap1-Nrf2 PPI	Arr AP2 block	cardiac RTF act
Clc1ccc(-n2nnnc2-c2cnc3ccc(Cl)cc3c2-c2ccccc2)cc1	-1.7	1.1	-2	·	8	1	1	3	12	3
Cc1ccc(-n2c(SCC3CCCCO3)nnc2-c2ccco2)cc1 (centres undefined)	-1.6	-0.1	1	107	8	-1	·	-1	3	-2
COc1ccc(S(=O)(=O)N2CCCc3ccccc32)cc1OC	-3.6	-0.2	2	91	18	3	9	4	-9	0
CCn1ccnc1CN(C)Cc1nc(-c2ccc(C(=O)OC)cc2)no1	-2.7	-2.6	-1	94	14	-3	-1	-2	-13	1
Brc1ccc(-c2ccc(/C=N/Nc3nc4ccccc4[nH]3)o2)cc1	6.1	-1.4	0	96	-44	6	-6	4	13	0
CCOC(=O)c1c(C)n(C)c2cc(Br)c(O)c(O)c12	8.0	-0.3	1	84	-41	-16	-2	0	7	-4
O=C(/C=C/c1cccc([N+](=O)[O-])c1)NCCSCc1cccc(Cl)c1	1.4	-0.7	3	100	-8	2	·	-3	13	3
Cc1ccc(S(=O)(=O)N(C)CC(=O)NCC(c2ccco2)N(C)C)cc1 (centres undefined)	0.3	0.0	2	·	-1	-2	0	1	4	-3
C=CCn1nnnc1SCC(=O)Nc1cccc(OC)c1	-1.7	0.8	4	97	9	-11	·	-2	-17	-2
COC(=O)Nc1ccccc1C(=O)N1CCCCC1	-4.3	-0.1	2	97	19	0	·	-1	17	8
CCN1CCN(C(=O)c2cc3sccc3n2CC(=O)c2ccccc2)CC1	0.8	1.3	-3	106	-4	0	·	0	-1	2
Cc1csc(NC(=O)CCCC(=O)c2ccccc2)n1	-2.5	-0.4	2	110	12	2	1	-5	12	-2
Oc1ccccc1CN1CCN(C(c2ccccc2)c2ccccc2)CC1	1.8	0.3	3	117	-9	3	-1	-1	39	-3
COc1cc(C)ccc1OCCCOc1ccccc1Br	3.1	-1.1	-3	73	-16	-7	10	4	25	-7
Cn1c(CO)cnc1SCc1c(Cl)cccc1Cl	-0.7	-1.1	1	105	3	0	·	-4	-23	-2

4 of the entries above in order of the Wnt act value, smallest number first.
Molecule | Wnt act
Brc1ccc(-c2ccc(/C=N/Nc3nc4ccccc4[nH]3)o2)cc1 | -6
CCOC(=O)c1c(C)n(C)c2cc(Br)c(O)c(O)c12 | -2
Oc1ccccc1CN1CCN(C(c2ccccc2)c2ccccc2)CC1 | -1
COc1ccc(S(=O)(=O)N2CCCc3ccccc32)cc1OC | 9

Next section
SMILES	MOR-DOR ag	LANA DNA inh	V-ATPase pH	Pemphigus Ab inh	MOR-DOR inv ag	Cardiac RTF inh	Wnt act	Keap1-Nrf2 PPI	Arr AP2 block	cardiac RTF act
Cc1sc2ncnc(SCc3ccco3)c2c1C	2.1	-1.3	-4	106	-11	0	·	-3	-7	-3
COC(=O)CCNc1ccc2c(c1)OCCO2	0.0	2.7	1	104	0	-10	·	-2	10	0
C[C@@H](NC(=O)OC(C)(C)C)C(=O)NCC1CCC(C(=O)N[C@@H](Cc2ccccc2)C(=O)O)CC1 (some centres undefined)	-2.2	0.6	5	100	10	4	-3	0	3	1
O=C(CN1CCN(Cc2ccccc2)CC1)c1ccccc1	-2.4	-1.7	2	112	13	-7	-5	-1	-5	-4
CCOC(=O)c1oc2c(c1C)C(=O)CCC2	-2.8	0.6	4	103	15	-20	1	-1	-3	3
O=C(NCc1ccccn1)c1ccc2c(=O)n(CCc3ccccc3)c(=O)[nH]c2c1	1.2	0.7	4	119	-6	-21	-7	-3	36	-2
COc1cc(C(=O)Nc2ccc3nc(N4CCN(C)CC4)cc(C)c3c2)cc(OC)c1OC	-1.7	-1.6	-5	92	10	-9	3	0	2	-3

Molecules shown so far with an aryl methoxy group, in the order listed:
SMILES	MOR-DOR ag	LANA DNA inh	V-ATPase pH	Pemphigus Ab inh	MOR-DOR inv ag	Cardiac RTF inh	Wnt act	Keap1-Nrf2 PPI	Arr AP2 block	cardiac RTF act
COc1ccc(S(=O)(=O)N2CCCc3ccccc32)cc1OC	-3.6	-0.2	2	91	18	3	9	4	-9	0
C=CCn1nnnc1SCC(=O)Nc1cccc(OC)c1	-1.7	0.8	4	97	9	-11	·	-2	-17	-2
COc1cc(C)ccc1OCCCOc1ccccc1Br	3.1	-1.1	-3	73	-16	-7	10	4	25	-7
COc1cc(C(=O)Nc2ccc3nc(N4CCN(C)CC4)cc(C)c3c2)cc(OC)c1OC	-1.7	-1.6	-5	92	10	-9	3	0	2	-3

Compound profiles, as listed above. Screens in order: MOR-DOR ag	LANA DNA inh	V-ATPase pH	Pemphigus Ab inh	MOR-DOR inv ag	Cardiac RTF inh	Wnt act	Keap1-Nrf2 PPI	Arr AP2 block	cardiac RTF act
`COC(=O)Nc1ccccc1C(=O)N1CCCCC1` across the screens: -4.3	-0.1	2	97	19	0	·	-1	17	8
`COc1cc(C)ccc1OCCCOc1ccccc1Br` across the screens: 3.1	-1.1	-3	73	-16	-7	10	4	25	-7

Screens (PubChem)
